# Assay outcomes as filed in PubChem BioAssay.
# Casp6 inh: caspase-6 (human) enzyme inhibition; P55212; purified caspase-6, Z-VEID-R110 cleavage fluorescence; inhibition, % at 12.5 µM; actives 0.53% (n = 350,000);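 active = mean inhibition across replicates at least about 35%, with every replicate also reaching that limit, limit read from the data; inconclusive = only one of the two criteria met; inactive = neither criterion met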;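 note: 0% = median of neutral control wells and 100% = no fluorescence left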
# Target sequence (P55212 24-179 limits assumed): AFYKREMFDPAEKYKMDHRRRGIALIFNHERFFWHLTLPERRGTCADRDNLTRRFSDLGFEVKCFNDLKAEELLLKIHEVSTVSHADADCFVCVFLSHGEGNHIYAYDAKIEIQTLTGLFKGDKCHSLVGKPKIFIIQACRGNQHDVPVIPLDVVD
# Target sequence (P55212 194-293 limits assumed): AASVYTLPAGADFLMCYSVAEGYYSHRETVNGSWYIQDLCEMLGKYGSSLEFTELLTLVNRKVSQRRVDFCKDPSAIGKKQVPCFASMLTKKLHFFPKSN
# miR122 inh: inhibitors of miR-122 in Huh7 cells | Huh7 miR-122 Renilla luciferase sensor, 48 h; neutral wells = 0, positive control = 100 | activation (reporter increase), % at 12.5 µM | actives 0.3% (n = 340,000);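 active = mean replicate activation score at least 90 and every replicate individually at or above 90; inconclusive = only one of the two criteria met; inactive = neither criterion met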;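 note: higher luciferase means less miR-122 activity so hits act as miR-122 inhibitors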
# SIRT5 block: blocks human SIRT5 desuccinylation of peptide | Q9NXA8 | actives 1.1% (n = 330,000) | inhibition, % at 15 µM | Purified SirT5, succinyl-peptide AMC, trypsin-coupled fluorescence; in the data active = inhibition above about 15%; inconclusive = no clear call, values can overlap the other calls
# Target sequence (Q9NXA8 whole entry, looked up): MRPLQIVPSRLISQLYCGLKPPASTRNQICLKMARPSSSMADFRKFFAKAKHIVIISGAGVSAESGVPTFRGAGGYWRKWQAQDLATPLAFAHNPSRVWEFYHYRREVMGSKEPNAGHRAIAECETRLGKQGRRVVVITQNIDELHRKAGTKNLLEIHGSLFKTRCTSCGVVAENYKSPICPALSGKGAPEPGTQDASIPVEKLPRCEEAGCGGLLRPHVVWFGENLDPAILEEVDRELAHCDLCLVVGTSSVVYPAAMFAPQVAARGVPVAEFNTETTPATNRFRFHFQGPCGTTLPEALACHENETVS
# F508del corr: correctors of CFTR F508del function in bronchial epithelial cells; CFBE cells, YFP halide quenching; stimulated with forskolin plus potentiator P3; % fluorescence drop versus neutral controls; activity (quench increase), % at 7.58 µM; actives 0.36% (n = 350,000); AID 720511;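 active = mean added fluorescence quench of at least 8% versus neutral control, with both replicates also reaching 8%; inconclusive = only one of the mean or replicate conditions met; inactive = mean below 8% and not both replicates reaching 8%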;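 note: cells transiently co-express mutant CFTR-F508del with the halide-sensitive YFP; corrector assay measuring rescue of mutant channel to the surface after 24 h compound exposure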
# ERAP1 inh: blocks human ERAP1 aminopeptidase activity | Q9NZ08 | recombinant ERAP1, Leu-AMC fluorescence, 60 min | inhibition, % at 10.7 µM | actives 0.15% (n = 340,000);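 active = mean replicate inhibition of at least 30%, or all replicates individually reaching that 30% level; inactive = mean below 30% and not every replicate reaching it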;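 note: 0% = neutral control wells and 100% = L-leucinethiol positive control wells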
# DENV2 CPE: DENV2-induced cell death inhibition. AID 651640. actives 1.7% (n = 350,000). DENV2-infected cells, cytopathic effect rescue, plate reader. CPE inhibition, % at 9.99 µM; in the data active = CPE inhibition above about 20%, passing the limit was not always enough; inconclusive = no clear call, values can overlap the other calls; tested in BHK-21 cells;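 note: 0% = median of neutral control wells and 100% = median of positive control wells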
# ERp5 inh: ERp5 (human) disulfide isomerase inhibition. AID 651711. actives 0.05% (n = 350,000). Q15084. ERp5 insulin aggregation, absorbance 650 nm, 90 min. inhibition, % at 9.99 µM;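 active = mean replicate inhibition above about 25%, with every replicate also reaching it, limit read from the data, passing the limit was not always enough; inconclusive = only one of those two criteria met; inactive = neither criterion met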
# Target sequence (Q15084 whole entry, looked up): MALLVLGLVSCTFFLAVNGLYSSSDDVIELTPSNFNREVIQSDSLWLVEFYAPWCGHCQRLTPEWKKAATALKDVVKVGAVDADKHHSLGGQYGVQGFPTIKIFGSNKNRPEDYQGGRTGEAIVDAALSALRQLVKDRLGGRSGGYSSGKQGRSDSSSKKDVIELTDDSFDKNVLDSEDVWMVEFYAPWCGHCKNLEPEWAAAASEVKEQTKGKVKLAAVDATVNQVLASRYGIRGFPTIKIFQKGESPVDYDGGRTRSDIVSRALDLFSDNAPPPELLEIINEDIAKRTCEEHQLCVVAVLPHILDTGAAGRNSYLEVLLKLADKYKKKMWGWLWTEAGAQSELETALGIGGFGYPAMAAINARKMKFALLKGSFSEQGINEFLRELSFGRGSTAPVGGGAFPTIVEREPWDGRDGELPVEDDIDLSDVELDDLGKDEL
# An asterisk follows results filed as active; ? = inconclusive; · = no result given; & = joins results of further samples; [ ] = another dose, or the depositor's remark. Compounds as they come; any-hit rate near 4%.
SMILES,Casp6 inh,miR122 inh,SIRT5 block,F508del corr,ERAP1 inh,DENV2 CPE,ERp5 inh
COc1ccc(NC(=O)Nc2cccc3c2O[C@@H](CN(C)Cc2ccc(-c4ccccc4)cc2)[C@@H](C)CN([C@H](C)CO)C3=O)cc1,1,-3[16.7 µM],1,-0.9,-1,-20,-2
CC(=O)Nc1ccc2c(c1)C(=O)N(C)[C@H]1CC[C@H](CC(=O)Nc3ccc(C)cc3)O[C@@H]1CO2,·,-27[16.7 µM],·,1.7,·,-3,·
CO[C@@H](CN(C)C(=O)Nc1ccc(F)cc1)[C@@H](C)CN(Cc1ccccc1Cl)[C@H](C)CO,0,·,1,0.4,-1,-8,0
C[C@@H]1CN([C@H](C)CO)S(=O)(=O)c2ccc(C3=CCCCC3)cc2O[C@@H]1CN(C)Cc1ccncc1,0,-5[16.7 µM],5,-1.3,1,-10,-12
C=CCNC(=O)CN1CCC(n2nnc3cc(C(F)(F)F)ccc32)CC1,-2,·,-3,1.0,0,-6,-15
Cc1cc(OCC(=O)N[C@@H](Cc2ccccc2)c2nc3ccccc3[nH]2)ccc1Cl,4,3,-3,·,-5,0,0
COc1ccc(NN=Nc2nc3c([nH]2)c(=O)n(C)c(=O)n3C)cc1,-3,·,0,-2.7,·,6,0
CN(Cc1cnn(-c2ccccc2)c1)C(=O)c1cccc(S(=O)(=O)N(C)c2ccccc2)c1,-1,38,·,3.6,0,-2,3
C[C@H]1CN([C@@H](C)CO)C(=O)c2cccc(NS(=O)(=O)c3cccs3)c2O[C@@H]1CN(C)Cc1ccccc1,1,28[16.7 µM],-11,1.3,-2,-4,2
COc1cc(NS(=O)(=O)c2ccc(Nc3nc(-c4ccccn4)cs3)cc2)nc(OC)n1,4,·,9,-3.8,2,-6,4
COC(=O)CCCC1=CC2=C(c3ccccc3)C(=O)C(C)(OC(=O)C3CCCC3)C(=O)C2=CN1C1CCCC1 (configuration not stated),9,2,3,-2.2,6,4,5
CCO[C@H]1OC(C(=O)N2CCN(Cc3ccc4c(c3)OCO4)CC2)=C[C@@H](c2cn(C(C)=O)c3ccccc23)[C@@H]1CCCO,1&-1,-5,-2&0,2.4&-0.7,-8&3,-10&6,-1&5
COc1ccc(S(=O)(=O)O)cc1P(=O)(c1ccccc1)c1ccccc1,-2,3,-5,1.3,0,-2,2
O=C(NCC1CCCCC1)c1ccc2nc([C@H]3C[C@H](O)[C@@H](CO)O3)[nH]c2c1,·,0,-3,1.6,-1,2,-8
Fc1ccc(CN2CCCN(C(=S)Nc3ccc(F)cc3)CC2)cc1,0,11,-5,-0.8,3,-4,0
COc1ccc(C(=O)N2CCN(C(=O)c3ccc(-c4ccccc4)cc3)CC2)cc1OC,-1,·,6,0.6,-1,3,-1
CCCC(=O)Nc1ccc2c(c1)OC[C@H](C)N(Cc1cccc(F)c1)C[C@@H](C)[C@@H](OC)CN(C)C2=O,-2,·,-2,-0.4,0,1,-2
CC1CCCCC12NC(=O)N(CC(=O)OCc1ccccc1F)C2=O (configuration not stated),2,-2,4,4.3,2,10,0
CN1C(=O)c2cc(NS(C)(=O)=O)ccc2OC[C@H]2O[C@H](CC(=O)O)CC[C@H]21,4,0[16.7 µM],0,-1.5,-5,10,10
O=C1C2C3C=CC(CNS(=O)(=O)c4ccccc4)(O3)C2C(=O)N1c1ccc(Cl)cc1 (configuration not stated),1,·,-1,·,0,?,1
CCS(=O)(=O)NCC[C@H]1CC[C@@H](NC(=O)Nc2cc(Cl)cc(Cl)c2)[C@@H](CO)O1,-1,-10[16.7 µM],-1,-4.0,1,2,-4
COc1ccc(C(=O)CC2(C(=O)O)CCCCC2)cc1,1,-12,-1,0.7,-5,-3,1
N#C[C@@H]1[C@@H](c2ccc(C3=CCCC3)cc2)[C@H](CO)N1C(=O)c1cccc(F)c1,-4,·,4,-1.0,4,18,-3
CCN1C[C@@H](C)[C@H](OC)CN(C)C(=O)c2ccc(NC(=O)c3ccno3)cc2OC[C@H]1C,-1,·,1,2.8,1,3,1
Cc1cc(NC(=O)c2ccc3c(c2)OCO3)ccc1NC(=O)c1ccccc1,1,-5,0,1.7,3,7,0
O[C@H]1C[C@H](c2ccc(Cl)cc2)N(CC2CCCCC2)C[C@@H]1n1cc(-c2ccc(F)cc2)nn1,-2,-2,4,-0.9,5,3,3
C[C@H]1CN([C@@H](C)CO)C(=O)c2cccc(NS(=O)(=O)c3cn(C)cn3)c2O[C@@H]1CN(C)C(=O)Nc1ccc(F)cc1,4,9[16.7 µM],0,-0.5,-4,6,-13
Cc1cc(C)cc(-c2nnc(SCC(=O)Nc3cc(C)on3)o2)c1,2,0,3,4.6,-3,13,-2
Cc1ccc(NC(=S)Nn2cnnc2)c(C)c1,-1,-4,1,3.9,4,16,-1
NS(=O)(=O)c1cc(C(=O)Nc2ccc3c(c2)CCC3)ccc1Cl,-2,8,-3,2.1,8,-2,-4
O=C(CCCCCCCC(=O)N1CCCCC1)N1CCCCC1,-1,1,4,1.7,2,5,-15
CNC(=O)C[C@@H]1CC[C@@H]2[C@H](COc3ccc(NC(=O)Nc4ccc(C)cc4)cc3C(=O)N2C)O1,0,-4[16.7 µM],0,1.1,-1,-1,0
O=c1ccc(-c2ccc(S(=O)(=O)NCc3cccc(Br)c3)s2)n[nH]1,2,5,0,-0.6,0,0,-4
CC1CC(C)(C)NC(=S)N1CCC(=O)NCc1ccc(F)cc1 (configuration not stated),-2,·,·,-0.1,3,8,-1
O=C(C[C@H]1CC[C@@H](NC(=O)CCN2CCCCC2)[C@@H](CO)O1)NCc1ccc(Cl)c(Cl)c1,-4,2[16.7 µM],0,2.4,-4,14,1
COc1ccc(NC(=O)c2ccccc2)cc1,0,-4,·,0.9,-2,·,2
Nc1c(C(=O)NCc2ccccc2)nnn1Cc1ccc(F)cc1,0,-3,·,-5.5,·,-1,4
C[C@@H]1CCCCO[C@H](CN(C)C(=O)CCCN(C)C)[C@@H](C)CN([C@H](C)CO)C(=O)c2cc(NC(=O)c3ccncc3)ccc2O1,·,2[16.7 µM],·,-1.7,·,-2,·
COc1ccc(NC(=O)Nc2ccc3c(c2)C(=O)N([C@@H](C)CO)C[C@@H](C)[C@H](CN(C)C(=O)Nc2c(C)noc2C)OCCCC[C@H](C)O3)cc1,0,·,-10,-1.1,-1,-3,9
Cc1nc(NC(=O)C2CC2)sc1C(=O)Nc1ccccc1Cl,0,-4,-4,-0.7,0,0,0
COc1ccccc1OCCNC(=O)CCNS(=O)(=O)c1ccc(C)cc1,0,49,-1,1.3,-2,0,3
COc1ccc(CN2CCNC(=O)C2CC(=O)NC2CCCCCCC2)cc1C (configuration not stated),2,-1,-1,-2.2,-7,7,6
CC(=O)N1[C@H](CO)[C@H]2c3ccccc3N(C(=O)c3ccccc3)C[C@H]21,2,-18[16.7 µM],-1,0.2,0,15,12
O=C(O)C1=C[C@H](c2ccc(F)cc2)C[C@H](OCCCCO)O1,0,-1,·,-0.3,-1,·,3
O=C(NCC(=O)N1CCC2(CC1)NCCc1[nH]cnc12)c1ccc(F)cc1,1,·,-5,-1.5,-2,-4,-3
COc1cccc(C(=O)Nc2ccc(NC(=O)C3CC3)nc2)c1,-1,-2,-1,-0.3,-6,1,-8
O=C1CC(C(=O)O)C(c2ccccc2)c2ccccc21 (configuration not stated),0,-2,-1,-1.3,1,12,0
C[C@@H]1CN([C@@H](C)CO)C(=O)Cc2cc(NS(=O)(=O)c3ccc(F)cc3)ccc2O[C@@H]1CN(C)C(=O)NC1CCCCC1,2,1[16.7 µM],19*,-1.2,0,-8,4
CCOc1ccc(C(=O)Nc2ccc3nc(N4CCN(CC)CC4)cc(C)c3c2)cc1,-5,11,1,0.4,0,1,2
CC(C)CC#Cc1ccc2c(c1)O[C@H](CN(C)C(=O)c1ccccc1F)[C@H](C)CN([C@@H](C)CO)S2(=O)=O,-1,7[16.7 µM],7,-1.2,3,-21,-10
Cc1ccc(Oc2nnc(-c3ccccc3)c3ccccc23)cc1,0,3,-2,-4.1,2,-4,-1
CCCC(=O)Nc1ccc2c(c1)C(=O)N(C)C[C@@H](OC)[C@H](C)CN(Cc1nccs1)[C@@H](C)CO2,·,·,-1,-2.3,·,5,2
Cc1ccc(-n2c(SCC(N)=O)nc3c(oc4ccccc43)c2=O)cc1,-1,0,1,-0.6,0,4,-1
CCCCc1ccc(NC(=O)N[C@@H](CC(C)C)C(=O)O)cc1,-2,-5,-6,-0.9,-5,0,-4
CCCC(=O)Nc1ccc2c(c1)OC[C@@H](C)N(C(=O)c1ccccn1)C[C@H](C)[C@H](OC)CN(C)C2=O,0,·,6,-2.0,-5,-5,-3
Cc1cccnc1C1=NOC(Cc2ccccc2)C(=O)N1C (configuration not stated),0,·,·,-2.0,·,0,-2
CC1CCCCC1NC(=O)NC(=O)COC(=O)C1=NN(c2ccccc2)C(=O)CC1 (configuration not stated),2,3,-3,0.6,-1,17,-7
Nc1sc(-c2ccccc2)cc1-c1n[nH]c(=S)n1C1CCCCC1,-5,7,1,13*,1,-8,2
CN1C(=O)c2cc(NC(=O)c3cnccn3)ccc2OC[C@@H]2O[C@H](CC(=O)O)CC[C@@H]21,-5,-9[16.7 µM],3,-0.2,1,1,-1
Cc1ccc(S(=O)(=O)N2CCN(C(=O)CN3C(=O)c4ccc([N+](=O)[O-])cc4C3=O)CC2)c(C)c1,1,8,1,-2.8,-1,-7,-12
# The list continues.
SMILES,Casp6 inh,miR122 inh,SIRT5 block,F508del corr,ERAP1 inh,DENV2 CPE,ERp5 inh
CN(C)C(=O)C[C@@H]1C=C[C@@H](NC(=O)Nc2cccc(F)c2)[C@H](CO)O1,-6,·,-3,-0.6,5,-4,-2
CN(C)C(=O)c1ccc(-c2ccc3c(c2)[C@H]2[C@H](CCN2C(=O)c2cnccn2)[C@H](CO)N3)cc1,4,-7[16.7 µM],-1,0.3,-2,?,2
O=C(Nc1ncc2c(n1)-c1ccccc1CC2)C1CC1,0,7,2,-0.7,2,7,2
O=C(NCC(=O)N1CCN(c2ccccc2O)CC1)c1ccc2ccccc2c1,-1,-3,7,4.4,-2,5,-3
O=S(=O)(N[C@H]1CC[C@H](CCn2cc(-c3cccnc3)nn2)O[C@H]1CO)c1ccc(Cl)cc1,3,·,·,-1.2,0,12,2
O=C(O)CSCC(=O)N(Cc1ccccc1)c1nc(-c2ccccc2)c(-c2ccccc2)s1,37*,-4,17*,-2.0,2,?,1
CCOC(=O)N1CCC(N2CCN(S(=O)(=O)c3ccc(OC)cc3)CC2)CC1,·,·,12,-1.8,-5,1,-12
COc1ccc(/C=N/NC(=O)Cn2cnc3c2c(=O)n(C)c(=O)n3C)cc1,0,-4,-6,0.6,2,-6,-2
COc1ccc(CN2C[C@@]3(O)CC[C@@H](O)[C@@H](OC)[C@@H]3[C@@]2(C)[C@H](O)CC=C(C)C)cc1,-1,·,-3,-1.8,-2,-9,2
COC(=O)C[C@H]1C[C@H]2c3cc(NS(=O)(=O)c4cccc(OC)c4)ccc3O[C@H]2[C@@H](CO)O1,0&-2,-6,-1&5,3.6&3.6,-2&-4,2&-1,2&-8
COc1cc(/C=N/NC(=O)CCN2CCN(c3ccccc3)CC2)cc(OC)c1OC,8,·,1,1.3,-4,-3,4
CC1C(=O)Nc2ccc(S(=O)(=O)N3CCN(c4cccc(C(F)(F)F)c4)CC3)cc2NC1=O (configuration not stated),8,-13,0,0.0,-4,-9,-1
COc1ccc(-c2ccc(C(=O)NCCN(C)C)c3occc23)c(C)c1,-11,21,·,1.5,-1,-8,0
CCCCN(C(=O)c1cc(-c2ccncc2)nc2ccccc12)c1c(N)n(CC(C)C)c(=O)[nH]c1=O,-4,8,-1,-1.2,0,-6,-2
Cc1cc(C(=O)Nc2cccc3c2O[C@@H](CN(C)C(=O)Nc2ccccc2)[C@H](C)CN([C@@H](C)CO)C3=O)n(C)n1,3,-2[16.7 µM],1,1.1,3,-4,1
